Screening data from PubChem.
A-T KAP1 phos: candidate therapy for ataxia-telangiectasia. Potency, µM (doses to about 57.5 µM), for the others: at the highest dose activation, most hits filed as activators. actives 0.19% (n = 320,000). […] A-T fibroblasts, KAP-1 phosphorylation AlphaLISA; neocarzinostatin DNA damage 30 min before lysis; note: potency is the fitted concentration of half-maximal effect; % of control where 0% means no effect; nearly all actives have a fitted effect of over 45% in size
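hTERT-immortalized A-T patient fibroblasts ([…]), 500 cells/well in OPTI-MEM, 1% FBS, got compounds for 60 min, then NCS for 30 min at 37C. Lysates were then assayed for phospho-KAP-1 by AlphaLISA (anti-pKAP1 donor, anti-KAP1 acceptor beads), 6 hr at 25C.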
TSHR antagonist: human thyrotropin receptor antagonism; actives 0.2% (n = 330,000); TSHR-expressing cells, TSH-stimulated cAMP HTRF, 2 h; active compounds read low; activity change, negative = inhibition, % at 11.5 µM;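 active = activity change below a set negative limit, meaning inhibition stronger than a set level, cut at about -70% in these data; inconclusive = activity change between two set negative limits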; note: % is set by controls: 0 for no effect and ±100 for the full control effect
Target sequence (P16473 whole entry, looked up): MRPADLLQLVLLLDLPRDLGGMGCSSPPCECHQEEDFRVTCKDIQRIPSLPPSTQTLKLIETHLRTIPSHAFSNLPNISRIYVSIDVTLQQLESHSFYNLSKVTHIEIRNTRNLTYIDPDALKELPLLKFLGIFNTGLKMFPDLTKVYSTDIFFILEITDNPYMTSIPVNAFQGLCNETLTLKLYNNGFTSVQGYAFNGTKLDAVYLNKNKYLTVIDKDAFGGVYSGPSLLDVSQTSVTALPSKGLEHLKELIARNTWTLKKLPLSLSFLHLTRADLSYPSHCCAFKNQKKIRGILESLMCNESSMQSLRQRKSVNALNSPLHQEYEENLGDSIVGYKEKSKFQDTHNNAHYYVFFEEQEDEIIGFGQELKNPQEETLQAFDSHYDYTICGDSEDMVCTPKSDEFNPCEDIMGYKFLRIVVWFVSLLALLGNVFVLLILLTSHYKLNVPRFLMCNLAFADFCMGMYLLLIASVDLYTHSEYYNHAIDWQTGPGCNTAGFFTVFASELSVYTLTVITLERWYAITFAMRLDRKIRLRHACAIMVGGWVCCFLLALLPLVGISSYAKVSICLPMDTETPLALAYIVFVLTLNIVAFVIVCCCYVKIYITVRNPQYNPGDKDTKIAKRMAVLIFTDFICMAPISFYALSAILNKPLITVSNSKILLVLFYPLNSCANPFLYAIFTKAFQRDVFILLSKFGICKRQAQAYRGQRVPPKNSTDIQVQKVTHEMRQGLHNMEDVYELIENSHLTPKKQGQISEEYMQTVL
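Cell-based HTRF cAMP assay; TSHR cells + compound, TSH EC80 (4nM final), 2 h, 37 deg C. Lysis with anti-cAMP cryptate and cAMP-d2, 30 min RT, read 665/620 nm.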
CXXC DNA block: blocks binding of human MLL CXXC domain to DNA. MLL-CXXC / FITC-HOXA9 DNA fluorescence polarization. Q03164. actives 0.037% (n = 290,000). Potency, µM (doses to about 115 µM), for inactives: at the highest dose activity change, negative = inhibition, most hits filed as inhibitors; active = well fitted inhibition curve with a large enough effect in the polarisation, with a control signal flat, not every such curve was filed as active; inconclusive = small, poorly fitted or top-dose-only effect, or effect the other way, or a change in a side signal; inactive = no such curve, though single readings can be large or run the other way; the % refers to the polarisation; note: potency is the fitted concentration of half-maximal effect
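Steps: dispense CXXC domain solution (7 uM) → pin compounds or unlabeled HOX-A9 DNA control → 5 min ambient → add FLSN-HOX-A9 solution (50 nM) → spin → 30 min ambient → fluorescence polarization. Tris pH 7.5/NaCl/DTT/BSA buffer.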
ASM inhibitor: inhibitors of human secretory acid sphingomyelinase; P17405; placental ASM, HMU-PC fluorogenic substrate, 60 min; Potency, µM (top dose mostly 57.5 µM), without a hit: at the top dose activity change, negative = inhibition, hits mostly inhibitors; actives 0.006% (n = 340,000); note: potency is the fitted concentration of half-maximal effect
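Human placenta-derived ASM preincubated with compound 10 min at room temperature, then reacted with 9 uM (final) fluorogenic HMU-PC substrate for 60 min at 37 C. Stop solution raises pH to 10; fluorescence read at Ex 386/Em 447 nm.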
MBNL1-CUG inh: MBNL1-poly(CUG) RNA binding inhibition; Q9NR56; actives 0.036% (n = 280,000); AID 2675; TR-FRET MBNL1-His/biotin-(CUG)12 binding, 665/545 ratio; Potency, µM (series often up to 57.5 µM), for inactives: at the highest dose activity change, negative = inhibition, most hits filed as inhibitors; active = well fitted inhibition curve with a large enough effect in the signal ratio, with a control signal flat, not every such curve was filed as active; inconclusive = small, poorly fitted or top-dose-only effect, or effect the other way, or a change in a side signal; inactive = no such curve, though single readings can be large or run the other way; the % refers to the signal ratio; note: potency is the fitted concentration of half-maximal effect; % is set by controls: 0 for no effect and ±100 for the full control effect
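Compounds (final 92 nM to 58 uM) are added to His-tagged MBNL1 and biotin-(CUG)12, then terbium anti-His antibody and streptavidin-XL665 (5 nM final). After 60 min at room temperature, the 665/545 nm ratio is read.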
Menin-MLL TR inh: displaces Texas Red mutant MLL peptide from human menin; Potency, µM (highest dose often 61.6 µM), without a hit: top-dose FP activity change, negative = inhibition, most hits filed as inhibitors; Menin + Texas Red MLL mutant peptide, fluorescence polarization; AID 1768; actives 0.23% (n = 270,000); O00255; active = well fitted inhibition curve with a large enough effect in the polarisation, with a control signal flat, not every such curve was filed as active; inconclusive = small, poorly fitted or top-dose-only effect, or effect the other way, or a change in a side signal; inactive = no such curve, though single readings can be large or run the other way; the % refers to the polarisation; note: potency is the fitted concentration of half-maximal effect; % of control where 0% means no effect; many of its hits are not listed in these tables
TCR act: T cell receptor activation; AID 504894; Potency, µM (top dose mostly 9.22 µM), inactives show top-dose activation of IL-2 secretion, usual class: activators; 330,000 tested, under 10 active; primary human leukocytes, anti-CD3, IL-2 HTRF, 48 h; note: % of control where 0% means no effect
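HTRF read-out of IL-2 secretion: europium cryptate donor excited at 320nm, d2 acceptor emission at 665nm. Cells were primary human leukocytes incubated 48 hr with compounds and a-CD3 beads, supplying TCR signal only.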
TSG101-PTAP inh: blocks PTAP/TSG101 interaction to inhibit HIV-1 budding | 340,000 tested, under 10 active | Q99816 | Potency, µM (doses to about 115 µM), inactives show at the top dose activity change, negative = inhibition, hits mostly inhibitors | Fluorescence polarization, FITC-PTAP peptide / Tsg101 binding; active = well fitted inhibition curve with a large enough effect in the main read-out, with a control signal flat, not every such curve was filed as active; inconclusive = small, poorly fitted or top-dose-only effect, or effect the other way, or a change in a side signal; inactive = no such curve, though single readings can be large or run the other way; note: potency is the fitted concentration of half-maximal effect; % of control where 0% means no effect
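Steps: Tsg101 binding domain dispensed (10 uM final), compounds pinned in DMSO, FITC-labeled PTAP-motif peptide added (50 nM final); after 20 min binding at room temperature, polarization measured.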
a7 integrin act: activators of alpha7 integrin expression for muscular dystrophy; Potency, µM (doses to about 38.3 µM), for the others: top-dose activation, actives largely listed as activators; actives 0.064% (n = 350,000); alpha7betagal myoblasts, beta-gal FDG fluorescence, 48 h;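 note: potency is the fitted concentration of half-maximal effect; 100% = response of the positive control SU9516; nearly all actives have a fitted effect of over 60% in size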
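alpha7betagal+/- myoblasts (passage 13, 250/well) treated 48 h at 37C with compounds at 1:260 dilution of DMSO stock. Lysed, then beta-galactosidase activity read as FDG fluorescence (ex 480/em 540) after 30 min, with pre-read for autofluorescence.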
Mito fusion yeast: inhibitors of mitochondrial division or activators of mitochondrial fusion; S. cerevisiae fusion-defective mutant growth rescue, CellTiterGlo 48 h; Potency, µM (highest dose often 46.1 µM), without a hit: top-dose growth rescue (activation), actives largely listed as activators; actives 0.23% (n = 320,000); AID 485298;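 note: potency is the fitted concentration of half-maximal effect; % of control where 0% means no effect; nearly all actives have a fitted effect of over 45% in size; temperature-sensitive fusion mutants such as fzo1-1 at 37 °C on non-fermentable ethanol glycerol medium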
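S. cerevisiae fusion-defective temperature-sensitive mutants (e.g. fzo1-1, mgm1-5) grown 48 h at 37C in YPEG (ethanol/glycerol non-fermentable) medium with 23 nl compound per well; growth rescue read as CellTiterGlo luminescence.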
* hit, by the source's call; u = inconclusive; x = no result given; [ ] = remark or other dose. Unless noted, calls come from the whole dose curve; as a rule, active = well fitted curve in the direction sought with a large enough effect; inconclusive = small, poorly fitted or top-dose-only effect, or another doubt; inactive = no such curve, though single readings can be large; an effect the other way counts as inactive or inconclusive. These rows are one share of the data (hit frequency here may not be typical).

SMILES | A-T KAP1 phos | TSHR antagonist | CXXC DNA block | ASM inhibitor | MBNL1-CUG inh | Menin-MLL TR inh | TCR act | TSG101-PTAP inh | a7 integrin act | Mito fusion yeast
COCCNC(=O)COC(=O)c1ccc(OCC(=O)Nc2ccccc2OC)c(OC)c1 | 0% | 19 | 1% | 1% | -3% | -10% | -7% | 3% | 5% | 16%
OCCC1CN(Cc2nc3c(s2)CCCC3)CCN1Cc1ccccc1 (stereo not drawn) | -8% | 1 | 15% | 2% | -10% | x | 2% | -3% | 0% | 0%
COCC(C)NC(=O)C1CC(c2cccc(Br)c2)=NO1 (stereo not drawn) | 6% | 2 | -5% | 8% | 0% | 5% | x | -10% | 3% | 1%
O=S(=O)(Nc1ccccc1)N1CCCCC1 | x | x | x | 4% | x | x | -4% | 6% | -25% | x
CCOc1ccc(OCCC(=O)OCC(=O)Nc2cccc(S(=O)(=O)N3CCCCC3)c2)cc1 | x | x | x | -10% | x | x | -9% | -6% | -14% | x
O=C(/C=C/c1ccc(OCc2cccc(Cl)c2)cc1)N1CCOCC1 | 1% | -17 | 2% | -6% | 2% | 3% | 11% | -3% | -40% | 18%
CCSc1nc2sc3c(c2c(=O)n1-c1ccccc1)CCN(C)C3 | 7% | -10 | 2% | -1% | 22% | -15% | -4% | 0% | 7% | -1%
Cc1ccc(Cn2c(/C=C/c3ccco3)nc3ccccc32)cc1 | 4% | 8 | 2% | 4% | 4% | u | 8%[46.1 µM] | -4% | -20% | u
COC(=O)C1=C(C(=O)OC)C2(OC1c1ccc(Br)cc1)C(=O)c1ccccc1C2=O (stereo not drawn) | 0% | -1 | -1% | 0% | 1% | 0% | -2%[46.1 µM] | -3% | -27% | -1%
CC(=O)NCC(=O)OCc1ccc([N+](=O)[O-])cc1 | 4% | -8 | -3% | 7% | u | -5% | -1% | -3% | 38% | 12%
O=C(O)/C(=C\c1ccc(Cl)c([N+](=O)[O-])c1)c1ccc(S(=O)(=O)N2CCCC2)s1 | -3% | -3 | x | -1% | x | x | 8% | -5% | -26% | -5%
O=C(NCCNC(=O)c1ccccn1)c1cccc(F)c1 | 20% | -10 | 2% | 5% | -1% | -9% | -19% | 1% | 14% | 8%
Cc1ccc(N=Cc2c(O)n(C)c(=O)n(C)c2=O)nc1 | 22% | 4 | -3% | 8% | -8% | 4% | -2% | -7% | -2% | 0%
COc1ccc2[nH]c(=O)c(CN(c3ccccc3OC)S(=O)(=O)c3ccccc3)cc2c1 | 6% | 0 | 18% | 34%[activator] | u | u | 2% | -1% | -13% | 2%
O=C(NCCc1ccccc1)c1cc(S(=O)(=O)N2CCOCC2)ccc1F | -1% | 0 | 12% | 0% | -1% | 5% | 2% | -5% | 9% | 2%
O=C(CN1C(=O)c2ccccc2C1=O)N1CCN(c2nnc(-c3ccccc3)c3ccccc23)CC1 | 1% | 4 | 27% | 2% | 4% | -16% | 8% | 1% | 13% | -4%
O=C(COC(=O)c1ccc(O)cc1)Nc1ccccc1 | -2% | 1 | -8% | 0% | -11% | 6% | -1% | -3% | 1% | -1%
CCOC(=O)c1c(C)oc2c1c(C=NCc1ccccn1)c(O)c1ccccc12 | 7% | 19 | -13% | -12% | u | 3.5µM* | 0% | -1% | 37% | -1%
COC(=O)c1cccc(S(=O)(=O)N2CCCC2)c1 | -11% | 4 | 1% | -1% | -14% | -2% | 1%[46.1 µM] | 0% | 19% | 3%
CCN(C[C@H]1N[C@@](C)(C(=O)OC)[C@H]2C(=O)N(Cc3ccccc3)C(=O)[C@@H]12)C(=O)COC | 6% | 2 | x | 0% | x | x | 1% | -2% | 9% | x
Cc1ccc(OCC(O)CN2CCN(c3ccccn3)CC2)c(C)c1 (stereo not drawn) | 3% | 0 | 7% | 2% | -16% | -20% | -4% | 0% | 2% | -3%
COc1ccc(-c2noc(CN3CCCCC3)n2)cc1OC | -1% | -16 | 2% | 4% | -2% | -7% | -4% | -6% | 12% | 2%
C[C@H](NC(=O)c1nc[nH]c1C(=O)NCc1ccccc1)C(=O)OC(C)(C)C | -1% | 18 | -10% | -2% | 5% | 25% | -5% | x | -1% | -4%
O=C(NCc1ccccc1Cl)c1ccc(Cn2cc(C(F)(F)F)ccc2=O)cc1 | 0% | -3 | 4% | -1% | -4% | x | 5% | -10% | u | -4%
CCOC(=O)C1CCN(C(=O)c2cccnc2)CC1 | 7% | -4 | -1% | 6% | 2% | -1% | 0% | 0% | -13% | -1%
Cc1cc(SCC(=O)N(C)C2CCS(=O)(=O)C2)nc2c(C)cccc12 (stereo not drawn) | 1% | -2 | -2% | -2% | -2% | -1% | 2% | 2% | -14% | -3%
COc1ccc(CCNC(=O)CSCc2c(F)cccc2Cl)cc1OC | 4% | 1 | -7% | -3% | -2% | -24% | 2% | -6% | u | 0%
CCc1ccccc1NC(=O)Cn1c(=O)n(-c2ccc(CC(=O)NCC3CCCO3)cc2)c(=O)c2ccccc21 (stereo not drawn) | -1% | -1 | 14% | -1% | x | u | -37% | -1% | 27% | 3%
CCN(CC)c1ccc(NC(=O)CCCCCN2C(=O)c3ccccc3C2=O)cc1 | 0% | -18 | -6% | -3% | 11% | -7% | 8% | -4% | -16% | -5%
COc1cc(/C=N/NC(=O)c2ccc3c(c2)OCCO3)c(Br)c(Br)c1O | -4% | -7 | -3% | 8% | 0% | x | 1% | -1% | 4% | u
Cc1cccc2nc(CSc3nnnn3-c3ccccc3)cn12 | 10% | 1 | -11% | 3% | -7% | 2%[11.7 µM] | x | -8% | -15% | -4%
Cc1nc([N+](=O)[O-])cn1CC(=O)c1ccc(F)cc1 | 4% | -4 | 16% | 16% | 20% | -12% | 2% | -3% | u | 3%
Cc1ccc(-n2nc3c(c2NC(=O)c2ccc4c(c2)OCO4)CS(=O)C3)cc1 (stereo not drawn) | -8% | -7 | 0% | 0% | 12% | 0% | -29% | -1% | 28% | -8%
Cc1ccc(NC(=O)CN2CCN(C)CC2)cc1S(=O)(=O)N1CCOCC1 | 1% | 1 | x | 6% | x | x | 2% | -2% | -22% | -9%
Cc1cc(Nc2ccccc2)n(-c2ccc(Br)cc2)n1 | 2% | 4 | 6% | -18% | 3% | -3% | -1% | 0% | 0% | 3%
O=C1c2cccc(O)c2C(=O)c2c(O)cc(CO)cc21 | x | x | x | -2% | x | -20% | -2% | -8% | -14% | x
CCCCC(=O)Nc1ccc(C(=O)N2CCC(C(=O)OCC)CC2)cc1 | x | -6 | 14% | 0% | -21% | -2% | 2% | 2% | -23% | -2%
CCn1c(SCC(=O)c2c(N)n(C)c(=O)n(C)c2=O)nc2sc(C)c(C)c2c1=O | x | 21 | 4% | x | 10% | 8% | x | x | x | -2%
COC(=O)CC1COc2ccccc2N1C(=O)/C=C/c1ccccc1 (stereo not drawn) | 4% | -8 | 5% | -1% | 15% | -20% | -7% | 1% | 16% | u
Cc1cc2ncc(S(C)(=O)=O)c(N)n2n1 | -1% | 10 | -6% | -2% | 3% | -2% | 2% | -1% | -9% | 5%
CC1CC(N(C(=O)c2ccccc2Cl)c2ccccc2)c2ccccc2N1 (stereo not drawn) | 6% | -2 | -3% | -3% | -1% | -10% | 0% | -10% | -12% | -12%
CSc1nc2sccc2c(=O)[nH]1 | 4% | 13 | u | 2% | u | -3% | x | 1% | 24% | 4%
C=CC[C@H]1CC(C)=C[C@H](CC=C)N1 | -5% | 19 | -1% | -1% | -7% | 0% | -1% | -1% | -21% | 0%
COc1ccc(C(=O)COC(=O)C(C)N2C(=O)C3C4CCC(C4)C3C2=O)cc1 (stereo not drawn) | 0% | -19 | 16% | 36% | -3% | -30% | -2% | -1% | -9% | -16%
Cc1ccc(C)c(OCC(O)CNC2CCCC2)c1 (stereo not drawn) | 4% | 72 | 3% | -7% | -12% | -8% | x | -5% | -79%[inhibitor] | -2%
CCC(=O)N1CCN(c2ccccc2NC(=O)c2ccc(-c3cccc([N+](=O)[O-])c3)o2)CC1 | -1% | -9 | 7% | -10% | x | -8% | -5%[46.1 µM] | 20% | 8% | 3%
